# Source: PubChem BioAssay
# ATXN2 expr inh: reduces ATXN2 reporter expression in HEK-293 cells; AID 1745845; Potency, µM (doses to about 57 µM), for inactives: top-dose activity change, negative = inhibition, usual class: inhibitors; 360,000 tested, 0.72% active; HEK-293 ATXN2-luciferase reporter, luminescence, 24 h; note: potency is the fitted concentration of half-maximal effect; % is set by controls: 0 for no effect and ±100 for the full control effect; nearly all actives have a fitted effect of over 55% in size
#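 qHTS (up to 57 uM final) was run with 24 h compound exposure of reporter cells at 37 °C. Each well was multiplexed: SteadyGlo luminescence measured ATXN2-luciferase expression after a fluorogenic Gly-Phe-AFC viability readout (25 uM final).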
# Nrf2 ARE act: activates Nrf2 signaling; Potency, µM (doses to about 46.1 µM), for inactives: at the highest dose activation, most hits filed as activators; 410,000 tested, 0.31% active; AREc32 ARE-luciferase reporter (MCF7-derived line), luminescence, 24 h; note: potency is the fitted concentration of half-maximal effect; % of control where 0% means no effect; nearly all actives have a fitted effect of over 65% in size
#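 Luminescent ARE reporter assay in AREc32_Fluc cells: overnight plating at 37 deg C, 24 hr compound incubation, Steady-Glo added, 30 min RT before reading.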
# ATXN viability: cell viability loss in ATXN counter-screen; S2 cells (HEK-293 line with an ATXN2-luciferase reporter) viability, CellTiter-Fluor protease fluorescence, 24 h; Potency, µM (series often up to 56.7 µM), actives largely listed as cytotoxic; 400,000 tested, 0.49% active; AID 651635; note: potency is the fitted concentration of half-maximal effect; nearly all actives have a fitted effect of over 40% in size
# Nrf2 block: Nrf2 pathway inhibition. A549 ARE-Fluc reporter, luciferase luminescence, 18-24 h. Potency, µM (doses to about 46 µM), for the others: at the top dose activity change, negative = inhibition, usual class: inhibitors. 360,000 tested, 2.1% active. AID 504444; note: potency is the fitted concentration of half-maximal effect; % is set by controls: 0 for no effect and ±100 for the full control effect; nearly all actives have a fitted effect of over 60% in size
#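 A549 ARE_Fluc cells (5000/well, 5% FBS OPTI-MEM) pre-incubated 2 h, then treated with compounds 18-24 h at 37C/5% CO2 in concentration-response. CellTiter-Fluor viability read first; BugLite luciferase luminescence after 15 min at room temperature gives Nrf2 activity.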
# A549 tox: A549 cytotoxicity, counter-screen for Nrf2 inhibitors; A549 ARE-Fluc cells, CellTiter-Fluor viability, 18-24 h; Potency, µM (highest dose often 46 µM), for inactives: at the highest dose activity change, negative = cytotoxicity, hits mostly inhibitors; 390,000 tested, 0.16% active; AID 504648; note: potency is the fitted concentration of half-maximal effect; % is set by controls: 0 for no effect and ±100 for the full control effect
#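 Cytotoxicity counterscreen: CellTiter-Fluor fluorescence was measured in A549 ARE_Fluc cells after 18-24 h of compound exposure in a concentration series. The subsequent BugLite luminescent read reports ARE-luciferase activity.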
# EPAC2 ag: activates human EPAC2 exchange factor; 360,000 tested, 0.079% active; Potency, µM (doses to about 154 µM), inactives show at the highest dose activation, usual class: activators; AID 720711; Q8WZA2; EPAC2 activation, biochemical qHTS; response scale: 100% = 6.5 mM cAMP response; note: potency is the fitted concentration of half-maximal effect; nearly all actives have a fitted effect of over 50% in size
# Target sequence (Q8WZA2 whole entry, looked up): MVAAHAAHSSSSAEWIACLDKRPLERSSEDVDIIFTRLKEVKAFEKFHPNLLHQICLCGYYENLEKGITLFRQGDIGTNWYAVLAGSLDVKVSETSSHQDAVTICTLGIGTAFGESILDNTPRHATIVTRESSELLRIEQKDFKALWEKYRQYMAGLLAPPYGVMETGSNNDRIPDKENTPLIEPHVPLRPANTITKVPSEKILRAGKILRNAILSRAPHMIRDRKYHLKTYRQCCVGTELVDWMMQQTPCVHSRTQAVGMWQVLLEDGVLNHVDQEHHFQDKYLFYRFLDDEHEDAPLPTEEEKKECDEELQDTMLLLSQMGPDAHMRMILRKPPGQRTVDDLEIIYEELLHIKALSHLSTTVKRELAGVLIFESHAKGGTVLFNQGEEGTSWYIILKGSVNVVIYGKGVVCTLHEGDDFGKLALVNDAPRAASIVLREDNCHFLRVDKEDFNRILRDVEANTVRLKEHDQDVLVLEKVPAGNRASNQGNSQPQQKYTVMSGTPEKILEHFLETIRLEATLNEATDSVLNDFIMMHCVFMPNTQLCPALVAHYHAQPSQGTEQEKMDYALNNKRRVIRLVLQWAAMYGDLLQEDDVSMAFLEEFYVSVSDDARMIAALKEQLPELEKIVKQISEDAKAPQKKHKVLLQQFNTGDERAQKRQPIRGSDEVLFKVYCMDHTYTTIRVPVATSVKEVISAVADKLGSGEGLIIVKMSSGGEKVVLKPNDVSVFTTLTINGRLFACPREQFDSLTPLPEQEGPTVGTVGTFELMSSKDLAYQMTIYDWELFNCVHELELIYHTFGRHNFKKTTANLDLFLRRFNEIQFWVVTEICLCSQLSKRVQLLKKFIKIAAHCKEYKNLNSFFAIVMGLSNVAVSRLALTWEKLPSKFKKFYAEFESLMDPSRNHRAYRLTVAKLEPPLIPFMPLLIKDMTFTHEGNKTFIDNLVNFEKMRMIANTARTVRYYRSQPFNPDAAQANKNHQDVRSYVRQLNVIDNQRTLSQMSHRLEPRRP
#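 In this primary screen, activation is scored as increased exchange of BODIPY-GDP from Rap1B by 100 nM EPAC2, with 50 uM GDP as competitor. Signal is normalized to the 6.5 mM cAMP agonist control.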
# IL2 activator: activators of IL-2; activation, % (series mostly up to about 46 µM); 360,000 tested, 0.065% active; AID 652025; IL-2 activation reporter assay, cell-based qHTS; stimulated with anti-CD3/CD4/CD28 beads; in transgenic mouse T cells; in the data active = activation above about 50%; inconclusive = mostly about 30% to 49%; note: 0% is about no effect
#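 Unstimulated transgenic mouse T cells; 60-min compound exposure; bead-based TCR/CD4/CD28 stimulation; 18 h culture, 37 degrees C; dual fluorescence (EGFP, DsRed) plate cytometry.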
# TGFb SMAD3 inh: inhibitors of TGF-b signaling. HepG2 CAGA-GFP TGF-b/SMAD3 reporter, GFP fluorescence, 18 h; TGF-beta stimulated, 500 pg/mL final. Potency, µM (series often up to 46.1 µM), inactives show at the highest dose activity, negative = inhibition, most hits filed as inhibitors. 410,000 tested, 1.2% active. AID 588855; note: potency is the fitted concentration of half-maximal effect; % is set by controls: 0 for no effect and ±100 for the full control effect; nearly all actives have a fitted effect of over 65% in size
#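 Read-out: total well GFP (ex488/em500-530) summed from mean per-cell fluorescence. Cells: HEPG2 CAGA-GFP, 1% FBS DMEM, 18 h at 37 degrees C with 500 pg/mL final TGF-beta. Unstimulated wells served as the full-inhibition control; stimulated DMSO wells = 0%.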
# HepG2 viability: counter-screen for TGF-b inhibitors: cytotoxicity in HepG2 cells. HepG2 CAGA-GFP viability, ATP luminescence, 18 h. Potency, µM (titrated, usually from 46.1 µM), inactives show at the highest dose activity change, negative = cytotoxicity, hits mostly cytotoxic. 410,000 tested, 0.76% active. AID 588856; note: potency is the fitted concentration of half-maximal effect; some results filed as inactive show a strong effect at the top dose
#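 CellTiter-Glo luminescence gave cytotoxicity after 18 hours at 37 degrees C. The cells were HepG2 CAGA-GFP in 1% FBS DMEM, stimulated with 500 pg/mL TGF-beta after compound addition. %Activity was normalised to no-cell wells (complete cell-killing) and DMSO (no toxicity), and curves were fitted and classified.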
# * hit, by the source's call; i = inactive; ? = inconclusive; · = not tested or not shown; & = joins results of further samples; [ ] = remark or other dose. Unless noted, calls come from the whole dose curve; as a rule, active = well fitted curve in the direction sought with a large enough effect; inconclusive = small, poorly fitted or top-dose-only effect, or another doubt; inactive = no such curve, though single readings can be large; an effect the other way counts as inactive or inconclusive.
SMILES,ATXN2 expr inh,Nrf2 ARE act,ATXN viability,Nrf2 block,A549 tox,EPAC2 ag,IL2 activator,TGFb SMAD3 inh,HepG2 viability
COc1ccccc1CNC(=O)CC(C)c1ccccc1 (centres undefined),·,0.1%,i,4%,4%,2%,1.6,17%,-3%
CCc1cccc(C)c1NC(=O)CSc1nc2ccccc2nc1Cc1ccccc1,·,-0.1%,·,·,-5%,·,·,?,-9%
Cc1ccc(C2=NN(C(=O)c3ccccc3F)C(c3ccccc3F)C2)cc1 (centres undefined),-34%,3.1%,i,?,?,7%,-6.3,-12%,-20%
Cc1ccc(S(=O)(=O)N2CN(Cc3ccco3)c3nc4ccccc4nc32)cc1C,-7%,4.4%,i,?,-1%,-3%,-0.4,?,4%
O=C(c1ccc(CS(=O)(=O)c2ccc(Br)cc2)o1)N1CCN(c2ccc(F)cc2)CC1,?,0.0%&-0.7%,i,?,-4%&-2%,-5%,-0.7,4%&-14%,-4%&-32%
N#C/C(=C\c1ccccc1)C(=O)Nc1nncs1,0%,-0.9%,i,-14%,5%,-4%,-1.4,14%,25%
COC(=O)c1cccc(NC(=S)NCc2ccc(F)cc2)c1,-31%,0.4%,i,-19%,3%,13%,0.2,0%,-11%
COc1ccccc1OCCn1c(=S)[nH]c2ccccc21,-5%,-0.7%,i,?,-2%,1%,-0.4,-1%,2%
CCN1C(=O)[C@H]2[C@@H](c3ccc(C)cc3)N3C(=O)N(c4ccccc4)C(=O)[C@@]3(C)[C@H]2C1=O,0%,-1.4%,i,0%,1%,6%,-0.6,-19%,-9%
CCOC(=O)CC(NC(=O)c1cc2cccc(OC)c2oc1=O)c1ccc(OC)cc1 (centres undefined),·,22%,i,?,-3%,5%,0.6,0%,5%
Cc1ccc(CNC(=O)Nc2ccc(C)cc2)cc1,·,2.7%,i,23%,8%,11%,0.3,-15%,-6%
COCCn1c(=O)[nH]c2cc(C(=O)N3CCN(c4ccccc4OC)CC3)ccc2c1=O,-4%,1.8%,i,3%,10%,0%,-0.3,-4%,-20%
CCC(C)NC(=O)CN(C1CCCCC1)S(=O)(=O)c1ccc(F)cc1 (centres undefined),5%,-0.5%,i,-10%,0%,7%,-1.9,?,-32%
C=CCn1c(SCC(=O)N2CCOCC2)nc2scc(-c3ccco3)c2c1=O,-3%,17%,i,?,·,16%,0.7,-7%,-25%
Cc1ccc(-c2nn3c(C)nnc3c3ccccc23)cc1S(=O)(=O)NC(C)c1ccccc1 (centres undefined),10%,12%,i,?,6%,0%,-0.2,?,-30%
CCOC(=O)CCCNC(=O)COC(=O)c1cccc(C)c1O,?,-0.7%,?,0%,4%,10%,-2.4,-6%,-4%
Cc1cc2nc(NC(=O)C3(C)CCN3C(=O)C(C)C)[nH]c2cc1C (centres undefined),27%,0.8%,i,·,·,12%,-0.4,1%,-12%
Cc1nc2c(n1O)CCC/C2=N\O,-5%,-1.1%,i,20%,16%,0%[15.6 µM],0.5,11%,-1%
Cc1cnc(C)c(N2CCC(C(=O)NCc3ccco3)CC2)n1,1%,2.4%,i,13%,6%,3%,3.9,-5%,-2%
CN1OC[C@@H]2CN(Cc3ccc(Cl)cc3)[C@H](c3ccc(-n4ccnc4)cc3)C[C@@H]21,?,8.1%,i,·,·,2%,-0.9,-9%,-1%

# Just Nrf2 block, IL2 activator and ATXN viability, for some of the entries so far:
SMILES	Nrf2 block	IL2 activator	ATXN viability
C=CCn1c(SCC(=O)N2CCOCC2)nc2scc(-c3ccco3)c2c1=O	?	0.7	i
Cc1ccc(-c2nn3c(C)nnc3c3ccccc23)cc1S(=O)(=O)NC(C)c1ccccc1 (centres undefined)	?	-0.2	i

# Following part:
SMILES,ATXN2 expr inh,Nrf2 ARE act,ATXN viability,Nrf2 block,A549 tox,EPAC2 ag,IL2 activator,TGFb SMAD3 inh,HepG2 viability
O=C(Cn1cc(C(F)(F)F)cc(Cl)c1=O)Nc1cc(Cl)cc(Cl)c1,·,-0.4%,i,2%,11%,10%,-2.2,-4%,-58%
O=c1c(Cl)c(Cl)cnn1-c1ccccc1,?,?,?,?,?,-3%,-4.2,?,14µM*
COc1ccccc1NC(=S)NC(NC(=O)C(C)C)C(Cl)(Cl)Cl (centres undefined),19%,0.1%,i,-9%,6%,4%,3.8,-6%,0%
COc1ccc(Oc2c(Cl)cnn(-c3ccc(C)cc3)c2=O)cc1,?,13µM*,i,·,-1%,28%,0.1,?,-39%
CC(C)(C)NC(=S)NCc1ccncc1,-7%,-0.3%,i,4%,-2%,0%,-0.5,4%,-21%
COc1cccc(C(=O)NCCS(=O)(=O)N(C)Cc2ccccc2)c1,11%,0.1%,i,-1%,1%,-5%,1.3,3%,-28%
O=C1C2C3c4ccccc4C(c4ccccc43)C2C(=O)N1Cc1ccccn1 (centres undefined),7%,-0.7%,i,-5%,-6%,-1%,-0.8,1%,-17%
CC(=O)Nc1cccc(C(=O)OCc2ccccc2)c1,67%[activator],1.0%,i,8%,-2%,-2%,-0.9,1%,-23%
CCCc1cc(C(=O)OCC(=O)N2CCN(c3ccc(OC)cc3)CC2)sc1C,-11%,2.9%,i,?,-4%,6%,0.3,-20%,-18%
COc1ccc(Cl)cc1Nc1nc(-c2sc(NC(=O)C(C)(C)C)nc2C)cs1,-22%,0.0%,?,4.1µM*,-2%,1%,-1.3,-7%,-1%
Cc1ccc(C(c2nnnn2C2CCCC2)N2CCN3CCCC3C2)cc1 (centres undefined),7%,-0.5%,i,-2%,-1%,-1%,6.0,-8%,-20%
COc1cccc(Nc2nc3cc(Cl)c(Cl)cc3nc2-n2nc(C)cc2C)c1,0%,-1.1%,i,3%,2%,·,·,13%,-8%
O=[N+]([O-])c1ccc(-c2ccc(/C=N/Nc3nc(N4CCCC4)nc(N4CCCC4)n3)o2)cc1,0%,-0.3%,i,10%,1%,6%,3.5,34%[activator],-3%
Cc1cc(N/N=C/c2ccc(O)c(C)c2O)nc(-c2ccccc2O)n1,?,-2.3%,16µM*,?,?,-15%,-0.7,?,11µM*
COc1ccc(Br)c(C(=O)OCC(=O)Nc2cc(C)on2)c1,·,0.0%,i,·,·,2%,0.2,1%,-12%
Cc1ccc(-c2csc(NC(=O)CCNC(=O)c3ccco3)n2)cc1,17%,9.2%,i,?,1%,-9%,-0.3,2%,1%
Cc1ccc(C)c(S(=O)(=O)N2CCN(C(=O)c3ccnn3C)CC2)c1,-4%,0.4%,i,-1%,-6%,4%,-1.7,9%,-5%
CCc1nnc(NC(=O)CSc2nnc(COc3ccc(C#N)cc3)n2-c2ccccc2)s1,-14%,-0.2%,i,-24%,-19%,2%,-0.6,2%,0%
COc1ccc(S(=O)(=O)Nc2ccc(N3CCOCC3)nc2)cc1,-7%,-0.8%,i,-3%,0%,6%,-1.6,-1%,5%
CC(C)Oc1ccc(C2CC(=O)N(c3cccc(C(=O)O)c3)C2=O)cc1 (centres undefined),27%,-0.5%,i,5%,-6%,10%,0.4,3%,20%
c1ccc2c(c1)CCCN2Cc1nnnn1CC1CCCO1 (centres undefined),5%,2.7%,i,19%,-2%,-1%,-2.4,1%,-12%
COc1ccc(-c2csc(NNC3=NCCCCC3)n2)cc1,-18%,18%,i,?,2%,7%,-0.7,-1%,-19%
CCC(c1nnnn1Cc1ccc(F)cc1)N(CCCO)Cc1cc2cc3c(cc2[nH]c1=O)OCO3 (centres undefined),?,2.0%,i,·,-9%,8%,-0.5,?,2%
Cc1ccc(N2C(=O)CC(Sc3nc(C)cc(C)n3)C2=O)cc1 (centres undefined),·,0.5%,i,22%,-1%,5%,0.7,-10%,-11%
Cc1nnc(SCc2cc(=O)[nH]c(N3CCN(Cc4ccccc4)CC3)n2)s1,-17%,-0.7%,i,·,-2%,15%,-0.4,1%,-26%
CC1CN(c2ccc([N+](=O)[O-])cc2C(=O)N2CCOCC2)CC(C)N1 (centres undefined),-5%,-0.5%,i,5%,-7%,2%,0.0,-3%,-1%
O=C(Cc1cccs1)N=Nc1c(O)[nH]c2ccccc12,-16%,0.6%,?,3%,-5%,11%,-2.1,5%,-4%
Cc1n[nH]c(=O)n1-c1ccc(OC(F)(F)F)cc1,4%,2.3%,i,-3%,1%,10%,0.1,-2%,-1%
Cc1cc(NC(=O)C(C)SCC(=O)Nc2ccc(SC(F)F)cc2)no1 (centres undefined),11%,0.1%,i,?,-6%,5%,-0.5,7%,6%
CN(C)c1ccc(NC(=O)CC2NCCNC2=O)cc1 (centres undefined),16%,-0.2%,i,9%,3%,7%,-0.2,0%,-2%
C[n+]1cc2c3c(ccc2c2ccc4cc5c(cc4c21)OCO5)OCO3,1.6µM*,·,2.8µM*,?,?,·,·,1.4µM*,-105%&-88%
CC1CCC(C(C)C)C(OCC(O)CN2CCN(Cc3ccccc3)CC2)C1 (centres undefined),-16%,4.6%,i,·,?,-6%,-2.2,-3%,-22%
O=c1[nH]cccc1-c1nc2ccccc2n1Cc1ccccc1F,·,-0.5%,i,6%,0%,1%,0.6,9%,-1%
CCn1ccnc1CN(C)Cc1nc(Cc2cccc(C(F)(F)F)c2)no1,-16%[11.3 µM],-0.3%,i,13%,5%,3%,-3.0,-14%,23%
